TEAD-YAP inh: TEAD-YAP interaction inhibition. HEK-TIYL cells, TEAD-Gal4/YAP UAS-luciferase luminescence. inhibition, % at 9.12 µM. actives 1.4% (n = 640,000); in the data active = inhibition above about 32%;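 also: 0% = median of test compound wells and 100% = reference inhibitor wells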
FBW7 activator: activators of human E3 ligase FBW7; Q969H0; AlphaScreen FBW7–phospho-cyclin E peptide binding, activator screen; normalized activity (activation), % at 26.1 µM; actives 0.13% (n = 650,000); AID 1259310; in the data active = normalized activity above about 1.9%;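 also: purified mutant Fbw7 with reduced substrate affinity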
Target sequence (Q969H0 whole entry, looked up): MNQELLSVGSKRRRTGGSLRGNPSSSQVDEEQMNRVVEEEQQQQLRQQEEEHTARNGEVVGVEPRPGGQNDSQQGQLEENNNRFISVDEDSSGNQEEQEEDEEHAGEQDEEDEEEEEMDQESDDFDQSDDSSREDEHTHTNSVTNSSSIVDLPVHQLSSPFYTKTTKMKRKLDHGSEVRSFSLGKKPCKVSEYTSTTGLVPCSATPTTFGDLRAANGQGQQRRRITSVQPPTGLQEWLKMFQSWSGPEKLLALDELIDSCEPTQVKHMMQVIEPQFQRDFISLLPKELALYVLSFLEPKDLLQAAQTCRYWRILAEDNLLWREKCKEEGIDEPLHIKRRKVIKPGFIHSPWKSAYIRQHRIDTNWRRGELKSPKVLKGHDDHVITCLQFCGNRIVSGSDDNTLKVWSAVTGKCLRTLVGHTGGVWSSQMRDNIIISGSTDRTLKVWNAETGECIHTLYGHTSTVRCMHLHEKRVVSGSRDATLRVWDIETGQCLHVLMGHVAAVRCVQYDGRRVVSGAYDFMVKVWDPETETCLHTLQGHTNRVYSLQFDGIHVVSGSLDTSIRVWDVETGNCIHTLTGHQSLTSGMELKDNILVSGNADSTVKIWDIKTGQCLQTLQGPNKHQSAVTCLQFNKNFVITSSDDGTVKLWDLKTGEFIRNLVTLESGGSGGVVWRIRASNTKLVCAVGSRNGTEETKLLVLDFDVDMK
MITF primary: blocks human microphthalmia-associated transcription factor; O75030; AlphaScreen MITF homodimerization, bead proximity signal; inhibition, % at 2.6 µM; actives 0.91% (n = 650,000); in the data active = inhibition above about 50%;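 also: 0% = vehicle wells with protein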
GPR151 ag: human GPR151 activation; Q8TDV0; PathHunter beta-arrestin GPR151 cells, luminescence; activation, % at 11.2 µM; actives 1% (n = 650,000); AID 1508602; in the data active = activation above about 4.9%;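 also: 0% = median of compound wells and 100% = cells with positive control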
The depositor's hits bear a star.

smiles,TEAD-YAP inh,FBW7 activator,MITF primary,GPR151 ag
O=C(Nc1cccc(Br)c1)C1CCN(C(=O)c2ccc(F)cc2)CC1,3,0.1,9,0.2
COC(=O)c1ccc(N2C(=O)CC(SCC(=O)Nc3cccc(Cl)c3)C2=O)cc1 (configuration not stated),9,0.1,12,1.1
O=C(NC1CCCC1)c1ccc(CN2CCc3ccccc3C2)cc1,-7,-0.1,-9,-0.4
C/C(CC(O)c1ccc2ccccc2n1)=N\O (configuration not stated),5,-0.1,-2,-2.0
COCCNC(=O)C1c2ccccc2C(=O)N2CCc3ccccc3C12 (configuration not stated),-1,0.0,-17,-1.2
CC[C@H](Cn1nc(-c2ccc(F)c(F)c2)ccc1=O)NC(=O)c1ccco1,7,-0.2,-6,0.0
Cc1cc(NC(=O)C(C(F)(F)F)C(F)(F)F)no1,-7,-0.1,37,-0.7
c1nnc2c3c4c(sc3ncn12)CCCC4,3,-0.1,-6,0.6
COc1ccc(OC)c(-c2csc3nnc(SCC(=O)Nc4nccs4)n23)c1,-1,-0.2,1,-0.9
COc1cc(/C=N/NC(=O)CNc2ccc(Cl)cc2C)ccc1O,-6,0.0,3,-0.6

Shown with each value named: entries from further up
> O=C(NC1CCCC1)c1ccc(CN2CCc3ccccc3C2)cc1
  TEAD-YAP inh: -7; FBW7 activator: -0.1; MITF primary: -9; GPR151 ag: -0.4
> C/C(CC(O)c1ccc2ccccc2n1)=N\O (configuration not stated)
  TEAD-YAP inh: 5; FBW7 activator: -0.1; MITF primary: -2; GPR151 ag: -2.0
> COCCNC(=O)C1c2ccccc2C(=O)N2CCc3ccccc3C12 (configuration not stated)
  TEAD-YAP inh: -1; FBW7 activator: 0.0; MITF primary: -17; GPR151 ag: -1.2

Continued:
smiles,TEAD-YAP inh,FBW7 activator,MITF primary,GPR151 ag
CSC1=NCCN1C(=O)Cc1ccccc1,-9,-0.2,-3,0.2
CC(=O)c1cccc(-c2cc(C(=O)Nc3ccc(N4CCOCC4)cc3)ccn2)c1,-4,-0.2,10,1.7
C[C@H](NS(=O)(=O)c1cccc2nsnc12)C(=O)OCC(=O)Nc1ccccc1F,-11,-0.1,-10,-1.8
CCCN(CCC)CCCNC(=O)Cn1ncc2c(=O)oc3ccc(C)cc3c21,5,-0.1,-6,0.4
Cc1ccc(N=Cc2ccc([N+](=O)[O-])s2)cc1[N+](=O)[O-],-9,-0.1,-4,-0.7
COc1ccc(NC(=O)CC(c2ccc(C)cc2)N2Cc3ccccc3C2=O)cc1 (configuration not stated),-6,0.0,-11,-0.5
CCOC(=O)C1=C(CSc2nc(C)cc(C)c2C#N)OC(N)=C(C#N)C1c1ccc(Br)cc1F (configuration not stated),-4,0.1,7,0.2
CC(=O)c1ccccc1-c1ccc2c(c1)CC(CNC(=O)c1ccc(C)nc1)O2 (configuration not stated),18,-0.2,-5,2.0
CCCNC(=O)CCCc1nc(-c2ccc(Cl)cc2)no1,25,0.5,22,-0.9
Nc1ncnc2nc(-c3cccs3)[nH]c12,8,-0.2,8,1.1
CCOc1ccc(NC(=O)c2ccc(O)cc2)cc1,64*,0.6,1,-3.0
CC(C)OCCCNc1nc2c(c(=O)[nH]c(=O)n2C)n1CCOc1ccccc1,-2,0.5,-17,-0.4
COc1cc(-n2c(C)nc3cc(C(=O)O)ccc32)cc(OC)c1OC,-4,0.2,1,0.7
COCCCNC(=O)CSc1nc2ccccc2c(=O)n1CC1CCC(C(=O)NCCc2ccccc2)CC1 (configuration not stated),4,0.0,-4,1.1
Cc1ccc(N2C(=O)CSC2c2cc3c(cc2[N+](=O)[O-])OCO3)cc1 (configuration not stated),0,-0.3,11,0.7
CC(OC(=O)c1ccc(S(C)(=O)=O)c([N+](=O)[O-])c1)C(=O)Nc1ccc2c(c1)OCO2 (configuration not stated),-6,-0.2,8,0.0
CC(C)(c1cc(Cl)c(OC(=O)c2ccccc2)c(Cl)c1)c1cc(Cl)c(OC(=O)c2ccccc2)c(Cl)c1,4,0.0,3,-1.8
Cc1cc(C(=O)Nc2nc(-c3ccccc3)c(C(=O)c3ccccc3)s2)n(C)n1,2,-0.2,-9,-0.1
CC(=O)c1ccc(NC(=O)C(C)OC(=O)/C=C/c2ccco2)cc1 (configuration not stated),10,-0.1,8,0.9
Cc1csc(NC(=O)c2c(O)c3ccccc3[nH]c2=O)n1,-7,-0.1,2,-0.9

Structures above with bromine, in the order listed:
smiles,TEAD-YAP inh,FBW7 activator,MITF primary,GPR151 ag
O=C(Nc1cccc(Br)c1)C1CCN(C(=O)c2ccc(F)cc2)CC1,3,0.1,9,0.2
CCOC(=O)C1=C(CSc2nc(C)cc(C)c2C#N)OC(N)=C(C#N)C1c1ccc(Br)cc1F (configuration not stated),-4,0.1,7,0.2

Two entries picked at random from the list so far:
smiles,TEAD-YAP inh,FBW7 activator,MITF primary,GPR151 ag
CCCN(CCC)CCCNC(=O)Cn1ncc2c(=O)oc3ccc(C)cc3c21,5,-0.1,-6,0.4
CC(C)OCCCNc1nc2c(c(=O)[nH]c(=O)n2C)n1CCOc1ccccc1,-2,0.5,-17,-0.4

The list continues.
smiles,TEAD-YAP inh,FBW7 activator,MITF primary,GPR151 ag
N#Cc1ccc(COc2ccc3ccc(=O)oc3c2)cc1,-48,0.0,-3,-0.9
COc1ccc(OC)c(NC(=O)CSC2=NN3CCCC(=O)N=C3S2)c1,8,-0.1,9,-0.3
c1ccc2c(c1)nc(NC1CCCCC1)c1nnnn12,-8,-0.1,-2,0.3
COc1ccc(Cl)cc1NC(=O)c1cc(S(=O)(=O)NCc2ccco2)ccc1F,-8,-0.1,-4,-1.6
O=C1C2C3C=CC(C3)C2C(=O)N1c1ccccc1[N+](=O)[O-] (configuration not stated),9,0.0,13,-1.9
COc1ccc(Nc2nnc(SCC(=O)Nc3sccc3C(N)=O)s2)cc1,-7,0.1,0,1.3
CCOc1ccc(C2NC(=O)NC(C)=C2C(=O)OCc2ccc(C)cc2)cc1OC (configuration not stated),-21,-0.1,-9,0.9
CC(C)NS(=O)(=O)c1ccc(NC(=O)C2CCCCC2)cc1,5,0.1,16,0.6
O=C(Nc1cccc2ccccc12)C1CC(=O)N(c2cccc(Cl)c2)C1 (configuration not stated),-1,0.3,7,6.9*
Cc1c(C(=O)Nc2ccccc2F)sc2ncn(Cc3ccccc3Cl)c(=O)c12,-5,0.0,19,2.7
NS(=O)(=O)c1ccc(NC(=S)NC(=O)Cc2ccc(Cl)cc2)cc1,2,-0.3,-5,-0.1
Cc1ccc(C2=N/C(=C\c3ccccc3C(F)(F)F)C(=O)O2)cc1,-18,0.0,-3,0.1
Cc1ncc(CN2CCC3(CC2)CC3C(=O)NCCC2=CCCCC2)[nH]1 (configuration not stated),-4,0.1,2,0.5
O=C1CCC(CCC(=O)N2CC3CCCC2C3)(Cc2ccc(F)cc2)N1 (configuration not stated),-10,0.0,-6,-0.2
COc1cc(SC)ccc1C(=O)Nc1nc2c(s1)CCCC2,98*,0.4,5,-7.4
CC(=O)N(C)c1ccc(NC(=S)NC(=O)c2cccs2)cc1,-14,0.0,6,-1.2
CCN(c1ccccc1)S(=O)(=O)c1nnc(NC(=O)c2ccccc2Cl)s1,6,0.1,-2,1.2
CNC(=O)c1ccc(-c2cccc(OC)c2)nc1NCCOC,-13,0.0,4,0.7
O=C(Nc1nc(-c2ccc(F)cc2)cs1)c1cc([N+](=O)[O-])ccc1Cl,42*,0.2,6,0.5
Cc1ccc(Sc2cc(C(=O)NC3CCCC(C)C3C)c3ccccc3n2)cc1 (configuration not stated),-5,-0.1,-12,0.9

The listing continues.
Fields – TEAD-YAP inh, FBW7 activator, MITF primary, GPR151 ag
O=C(Nc1ccc(Br)cc1)C1C2C=CC3(O2)C1C(=O)N(CCN1CCOCC1)C3C(=O)NC1CCCCC1 (configuration not stated)
→ 4, -0.1, 3, -1.0
CC1CC(C)(C)NC(=S)N1CCC(=O)NCc1ccc(F)cc1 (configuration not stated)
→ -4, -0.1, 10, 2.4
Cc1ccc2c(NC(=O)C3CCCCC3)noc2n1
→ -9, 0.5, 8, -1.6
Cc1c(Cl)cccc1NC(=O)c1cc2c(=O)n3cccc(C)c3nc2n1C
→ 3, 0.2, 12, -0.4
O=C1C(Cc2c[nH]c3ccccc23)N=C2c3ccccc3N=C(SCc3cc(=O)n4ccccc4n3)N12 (configuration not stated)
→ 7, 1.1, 16, 0.0
CCOc1cccc(NC(=O)CC2SC(=Nc3ccccc3)NC2=O)c1 (configuration not stated)
→ 0, -0.1, -15, -1.2
O=C(COC(=O)c1ccc(O)cc1)NC1CCCCCCC1
→ 0, 0.4, 13, -0.9
CC(=O)Nc1cnn(-c2ccc(C(=O)N3CCCCC3)cc2)c1
→ -3, -0.2, 6, -4.1
NC1=NC(=O)C(CC(=O)Nc2cccc(Cl)c2)S1 (configuration not stated)
→ 3, 0.1, -2, 2.2
O=C(c1ccc2c(=O)n(-c3cccc(C(F)(F)F)c3)c(=S)[nH]c2c1)N1CCOCC1
→ 5, -0.1, 10, 2.4
Nc1nc(SCC(=O)N2CCC(Cc3ccccc3)CC2)n[nH]1
→ 3, 0.7, 25, 0.0
COCCCn1c(SCC(=O)OC2CCCCC2)nnc1-c1ccco1
→ -19, 0.3, 16, -0.3
CCOc1ccc(-c2nc(CSc3n[nH]c(N)n3)cs2)cc1OC
→ -26, 0.0, 1, 0.6
CCC(=O)Nc1ccc(C(=O)n2ccc(C)n2)cc1
→ -1, 0.0, 2, 0.8
CCN(CC)C(=O)C1CCCN(c2nc3c(NCc4ccccc4)ncnc3n2C(C)C)C1 (configuration not stated)
→ -2, 0.0, -2, 1.4
c1ccc(N2CCN(c3nc(NCc4nc5ccccc5[nH]4)c4[nH]cnc4n3)CC2)nc1
→ 6, -0.1, 11, 1.0
CCc1cccc(CC)c1NC(=O)CSc1nc2ccc(NC(=O)c3ccc(C(C)(C)C)cc3)cc2s1
→ 4, -0.1, -1, 2.3
Cn1c(N)c(C(=O)COC(=O)c2ccc(Cl)cc2O)c(=O)n(C)c1=O
→ 2, 0.1, 7, 1.2
Fc1cccc(Cl)c1Cc1noc(/C=C/c2ccccc2Cl)n1
→ -2, 0.0, 14, 0.7
COc1ccc(CN2CCNC(=O)C2CC(=O)NCC2CCN(CCO)CC2)cc1OC (configuration not stated)
→ -7, 0.0, -9, -0.1
CCOCCCNC(=O)CN1C(=O)COc2ccc(C)cc21
→ 1, 0.0, 0, 0.7
COc1cc(C)c(Cl)cc1S(=O)(=O)N(C)C
→ -3, 0.7, 15, -1.5
Cc1ccc(/C=N/NC(=O)CCC(=O)NCc2ccccc2)o1
→ 1, 0.0, -2, 1.0
CCOC(=O)c1sc(NC(=S)NC(=O)c2oc3ccccc3c2C)nc1C
→ -11, 0.1, 1, -0.2
O=C(O)CC12CC3CC(C1)CC(n1ncc(NC4CCCCCC4)c(Cl)c1=O)(C3)C2
→ 3, -0.1, 18, 0.2
CN(C)c1ccc(CCCNC(=O)COc2ccc(Cl)cc2Cl)cc1
→ -42, -0.5, -6, 0.3
O=C(Cn1c(=O)sc2ccccc21)N1CCN(c2ccccc2)CC1
→ 1, -0.1, -2, -0.9
Cc1ccc2c(c1)Oc1ccc(NC(=O)c3ccc(O)cc3)cc1C(=O)N2
→ 4, 0.0, 6, 1.2
C=CCC1(NCc2ccco2)CCN(CC)CC1
→ -6, 0.1, 19, -0.3
O=C1OC(OC(=O)c2ccccc2)C(Nc2ccccc2O)=C1Cl (configuration not stated)
→ -2, 0.0, 1, -1.8
CCC(CC)C(=O)NCc1ccc(OC)cc1
→ 3, 0.0, -25, 0.9
COc1ccc(C(=O)Nc2c3c(nn2C(C)(C)C)CSC3)cc1OC
→ 1, 0.0, -3, 0.2
COc1cc(NC(=O)COc2ccccc2Cl)ccc1NC(=O)C(C)C
→ -25, -0.2, -3, 1.1
CC(C)(C)NC(=O)C(c1ccncc1)N(C(=O)c1csnn1)C1CCCCC1 (configuration not stated)
→ -6, 0.3, 7, -0.3
CCc1ccc(C(=O)COC(=O)/C(=C/c2ccccc2)NC(C)=O)cc1
→ -8, -0.1, -7, 1.3
O=C(Nn1c(-c2ccc(F)cc2)nc2ccccc2c1=O)c1cncc(Br)c1
→ 0, 0.7, 21, 5.5*
O=C(CCCC(=O)n1cccn1)n1cccn1
→ 1, 0.1, -2, 0.4
CCN(C)c1ccc(/C=C2\C(=O)NC(=O)N(c3ccc(Br)cc3)C2=O)cc1
→ 1, 0.2, 14, -0.6
Cc1ccc(C2CC(c3ccc(Br)cc3)=NN2C(=O)CSc2nnc(CNC(=O)c3ccccc3F)n2C)cc1 (configuration not stated)
→ 0, 0.1, -8, 2.3
COc1ccc2cc(C(=O)Nc3cccc(C)c3)c(=N)oc2c1
→ -42, 0.8, 13, 0.2
COc1cc(Nc2cc(-c3nocc3-c3cn[nH]c3)ccn2)ccc1N1CCOCC1
→ -5, -0.3, 16, 0.4
O=S(=O)(c1ccc2c(c1)N(Cc1c(F)cccc1F)C1CCCN21)N1CCOCC1 (configuration not stated)
→ 9, -0.1, 1, 0.0
Cc1noc(C)c1CN1C(=O)C(C)Oc2ccc(F)cc21 (configuration not stated)
→ 6, 0.0, 11, -0.7
CC(C)OC(=O)c1c(NC(=O)c2cnn3c2NC(c2ccc(Br)cc2)CC3C(F)(F)F)sc2c1CCCC2 (configuration not stated)
→ -2, 0.1, -13, 0.3
COc1ccc(-c2nc(Nc3ccc(NC(C)=O)cc3)c3ncn(C(C)C)c3n2)cc1
→ 13, 0.0, 10, -0.7
COc1ccccc1CNC(=O)CSCc1ccc(F)cc1
→ -15, 0.0, -3, 0.5

Screening data deposited in PubChem by The Scripps Research Institute Molecular Screening Center.
